Screens from PubChem.
STK33 inh: inhibitors of purified STK33 kinase, primary screen, biochemical, ADP-Glo luminescence, homogeneous, cell-free. hit rate 0.073% among 320,000. AID 2661, 2010. MBP phosphorylation. inhibition, % at 10 µM;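 active = inhibition at or above 25%, using the most active replicate where run in duplicate; inactive = inhibition below 25%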
OX1R FRET antag: antagonists of human orexin 1 receptor (OX1R); Orexin/Hypocretin receptor type 1 (Homo sapiens), O43613; OX1R-expressing cells, FRET antagonist read-out; inhibition, % at 6.6 µM; hit rate 1.8% among 330,000; in the data active = inhibition mostly above about 38%, no sharp cut-off; inactive = mostly below about 40%;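 note: 0% = agonist challenge alone and 100% = reference antagonist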
KCNQ2 block: KCNQ2 potassium channel inhibitors, primary screen, cell-based, CHO-K1, FluxOR thallium flux, B-score (AID 2156); Potassium voltage-gated channel subfamily KQT member 2 (Rattus norvegicus), O88943; hit rate 1.1% among 310,000; 20 min; hits give low values; B-score at 10 µM;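 active = fluorescence ratio B-score at most minus 3 library SDs, with starting brightness B-score within 2 library SDs, cut at about -5.5 in these data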
Target sequence (O88943 whole entry, looked up): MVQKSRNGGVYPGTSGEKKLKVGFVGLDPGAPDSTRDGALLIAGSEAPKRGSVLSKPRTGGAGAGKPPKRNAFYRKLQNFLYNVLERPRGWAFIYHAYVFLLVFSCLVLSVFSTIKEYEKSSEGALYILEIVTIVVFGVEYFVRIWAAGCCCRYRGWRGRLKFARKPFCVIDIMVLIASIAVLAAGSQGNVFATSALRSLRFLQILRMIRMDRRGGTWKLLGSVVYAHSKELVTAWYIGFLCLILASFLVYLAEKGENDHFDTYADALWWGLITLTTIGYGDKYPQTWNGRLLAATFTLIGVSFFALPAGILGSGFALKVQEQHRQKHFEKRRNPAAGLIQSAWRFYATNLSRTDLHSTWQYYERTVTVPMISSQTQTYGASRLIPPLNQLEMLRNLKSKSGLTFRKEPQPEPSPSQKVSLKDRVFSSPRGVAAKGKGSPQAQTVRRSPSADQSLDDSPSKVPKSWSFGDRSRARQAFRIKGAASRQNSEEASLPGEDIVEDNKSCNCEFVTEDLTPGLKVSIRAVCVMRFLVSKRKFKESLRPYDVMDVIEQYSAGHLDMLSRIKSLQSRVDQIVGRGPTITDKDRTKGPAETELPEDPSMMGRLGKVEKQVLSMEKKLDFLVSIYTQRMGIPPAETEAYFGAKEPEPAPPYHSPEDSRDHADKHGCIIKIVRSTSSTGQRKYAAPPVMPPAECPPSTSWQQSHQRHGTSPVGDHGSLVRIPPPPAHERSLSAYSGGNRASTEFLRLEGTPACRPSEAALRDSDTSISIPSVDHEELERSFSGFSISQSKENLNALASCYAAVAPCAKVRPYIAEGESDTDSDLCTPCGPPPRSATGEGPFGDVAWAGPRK
Starred values were filed as active, the others as inactive; i = inactive; nt = not tested or not shown.

SMILES	STK33 inh	OX1R FRET antag	KCNQ2 block
CC(=O)N(C(C)=O)N1C(=O)/C(=C/c2ccc(Cl)cc2)SC1=S	-1.5	7	i
Cc1ccc(Cl)cc1N1CCN(S(=O)(=O)c2ccc3[nH]c(=O)c(=O)[nH]c3c2)CC1	-0.5	5	i
Cc1cccc(-c2n[nH]c([N+](=O)[O-])n2)c1	-0.8	28	i
O=C(CCSCc1cccc(Cl)c1)NCCc1ccc(Cl)cc1	-2.0	5	i
CC(C)C[C@H](CO)Nc1nc(N(C)c2cccc(Cl)c2)c2ncn(C(C)C)c2n1	-0.7	25	i
CC(NC(=O)COC(=O)COc1ccc(C(=O)c2ccccc2)cc1)c1ccccc1 (stereo not given)	-0.7	3	nt
COc1ccc(C(=O)C2CCN(CC(=O)Nc3ccc(C)cc3)CC2)cc1	-1.7	48	i
Cc1cc(C(=O)CN2C(=O)NC(CCS(C)(=O)=O)C2=O)c(C)n1C1CC1 (stereo not given)	-1.6	0	nt
O=C(Nc1ccc(OC(F)F)cc1)c1ccccn1	0.2	15	i
O=C(c1ccccc1NS(=O)(=O)c1ccc(F)cc1)N1CCc2ccccc21	-0.3	23	i
CCc1ccc(OCC(=O)OCC(=O)c2ccc3c(c2)NC(=O)CO3)cc1	-0.3	1	i
Cc1ccc(NC(=O)Cn2c(=O)c3cccn3c3ccccc32)c(Cl)c1	-3.6	42	i
Cc1cc(/C=C(/C#N)c2cccc(Cl)c2)c(C)n1C	-1.8	14	i
Cc1ccc(CN(C(=O)Cc2cccs2)C(C(=O)NC2CCCC2)c2ccncc2)cc1 (stereo not given)	0.3	12	i
O=NC1=C(c2c(O)[nH]c3ccccc23)CCCC1	-1.3	12	i
COc1cccc(CN2CCC(n3nccc3NC(=O)CCOc3ccccc3)CC2)c1O	-1.9	11	i
O=C(CCN1C(=O)/C(=C\c2ccccc2)SC1=S)N1CCOCC1	-1.4	17	i
Cc1ccc(C(=O)N2CC3(C)CN(C(=O)c4ccc(C)cc4)CC(C)(C2)C3=O)cc1	-0.1	18	i
Cc1cccc(NC(=O)c2sc(Cl)nc2-c2ccccc2)c1	0.3	24	i
CCOc1ccc(OCC)c(NC(=O)CSc2nnc(-c3cccnc3)o2)c1	-0.1	11	i
Cc1ccc(-c2nnn(CC(=O)N(Cc3cccs3)C(C(=O)NC3CCCC3)c3ccncc3)n2)cc1 (stereo not given)	2.9	5	i
Fc1ccc(NC(=S)N/N=C/c2ccc(F)c(F)c2)cc1	0.1	14	i
COc1ccc(C2(CNC(=O)c3cccc([N+](=O)[O-])c3)CCOCC2)cc1OC	0.6	18	i
COc1ccccc1NC(=O)Nc1ccccc1C(=O)NCCCN1CCOCC1	0.4	24	i
Cc1n[nH]c(C)c1CCCOc1ccccc1	-2.0	54	i
CCCn1c(NC(=O)C2CCN(C(=O)c3ccccc3C)CC2)nc2ccccc21	5.8	16	i
O=C(CNC(=O)c1ccccc1)OCC(=O)N1c2ccccc2Sc2ccccc21	-2.0	-6	i
Cc1cccc(N2CCN(C(=O)CN3C(=O)NC(C)(C)C3=O)CC2)c1C	-1.7	9	i
CCc1ccccc1NC(=O)N1CCC(NC(=O)C(Cc2ccccc2)NC(C)=O)CC1 (stereo not given)	0.4	17	i
Nc1cc(=O)[nH]c(SCC(=O)c2ccc(O)cc2O)n1	0.3	6	i
CC(=O)Nc1sc(C)c(C)c1C(=O)OCC(=O)NCc1ccc(F)cc1	-0.4	3	nt
Cc1c(Cl)c([N+](=O)[O-])nn1Cc1ccc(C(=O)N/N=C\c2cccc(Br)c2)o1	-1.8	56	i
O=C(CCC1CCCN(C(=O)c2ccc3c(c2)OCCO3)C1)NCc1ccccc1F (stereo not given)	0.2	7	i
COc1ccc(CCC(=O)Nc2nnc(C(C)(C)C)s2)cc1	0.6	6	i
C=C(C)C(=O)Nc1cccc(C2=NOC3(C2)C[C@H](C(N)=O)N(C(=O)CC)C3)c1 (stereo not given in full)	-1.2	4	i
Cn1c(=O)[nH]c(=O)c2c1nc(NCc1ccccc1)n2CC(O)c1ccccc1 (stereo not given)	-0.3	15	i
CSc1nc(C)cc(OCCNS(=O)(=O)c2cc(C)ccc2C)n1	-0.9	71*	i
Nc1nc(Nc2ccc(Cl)cc2)c(NC=O)c(=O)[nH]1	-0.3	23	i
O=C(CCNS(=O)(=O)c1cccc2nsnc12)Nc1ccc2c(c1)OCCO2	-1.7	37	i
CC(=O)N1CCC2(CC1)C(C#N)=C(N)Oc1n[nH]c(CSc3ccc(C)cc3)c12	-1.5	7	i
CCC(=O)N1CCc2cc(S(=O)(=O)CCC(=O)Nc3ccc(C)c(F)c3)ccc21	-0.7	24	i
O=[N+]([O-])c1ccccc1OCCCNCc1ccccc1	-0.4	22	i
Cc1cc(C)c(S(=O)(=O)N(C2=NCCS2)S(=O)(=O)c2c(C)cc(C)cc2C)c(C)c1	-0.1	12	i
O=C(Cn1cncn1)NCc1cc(F)ccc1F	-2.2	8	i
O=C(c1ccc(-n2ccnc2)cc1)N1CCCC(CO)(Cc2cccc(Cl)c2)C1 (stereo not given)	-1.6	0	i
O=C1CC(c2cccs2)Sc2nc3ccccc3n21 (stereo not given)	-0.1	3	i
COc1ccc(N2CCN(c3nc4ccccc4nc3NS(=O)(=O)c3ccccc3)CC2)cc1	-1.8	27	i
COC(=O)C1=C(N)Oc2cc(C)n(Cc3ccccc3)c(=O)c2C1c1ccccc1 (stereo not given)	-0.5	17	i
Cc1ccccc1-c1nnc(CN2CCN(C(=O)c3ccco3)CC2)o1	-1.7	10	i
C=CCNC(=S)NCC	-1.0	-2	i
C=CCn1c(=O)c2ccc(C(=O)NCc3ccccc3)cc2n(Cc2cccc(Cl)c2)c1=O	-0.6	22	i
Cc1ccc(OCCC(=O)N2CCN(c3ccc(O)cc3)CC2)cc1	0.7	2	i
C=CCn1c(O)c(N=O)c2ccccc21	5.4	12	i
Cc1ccc(S(=O)(=O)NC2CC(C)(C)N(O)C(C)(C)C2)cc1	-1.9	6	nt
O=C(COC(=O)c1ccccc1)Nc1cccc(S(=O)(=O)NC2=NCCCCC2)c1	-0.5	15	i
O=[N+]([O-])c1ccc(/C=N/Nc2nc3ccccc3o2)cc1	-0.1	7	i
CCNC(=O)NC(=O)CSc1ccc(NC(C)=O)cc1	-0.9	30	i
Cc1ccc(CN(CC(=O)NCCc2ccccc2)C(=O)CCCC(=O)Nc2cc(C)on2)cc1	-1.2	13	i
Cn1ncc(Br)c1C(=O)NC1CCCCC1	0.3	5	i
CCOC(=O)c1cnn(-c2ccccc2)c1NC(=O)CSc1nnc(-c2cccs2)n1CC	-0.9	38	i

(cont.)
SMILES	STK33 inh	OX1R FRET antag	KCNQ2 block
COc1cccc(CNC(=O)CSc2ccc(-c3ccco3)nn2)c1	-0.5	39	i
CCOC(=O)CSc1nnc(CNc2ccc(Cl)cc2)n1-c1ccccc1	1.1	3	-8.9*
CC1CCN(CCCNC(=O)Cn2ncc3c([nH]c4ccccc43)c2=O)CC1	-0.4	11	i
CC(C)CC(NC(=O)c1ccc(Cl)cc1)C(=O)O (stereo not given)	-1.3	11	i
Cc1ccc(S(=O)(=O)NCCc2nc3ccccc3[nH]2)cc1	-0.9	19	i
CC(C)(C)c1ccc(SCC(N)=O)cc1	-1.3	11	i
Cc1ccccc1NC(=O)c1cc(S(=O)(=O)Nc2cccc(C(=O)O)c2)ccc1Cl	1.0	-10	i
CCCCN1C2CCCC1CC(NC(=O)c1ccc(OC)c(OC)c1)C2 (stereo not given)	-0.4	15	i
CCc1cc2ccc(C)cc2nc1SCC(=O)N1CCN(C(=O)c2ccco2)CC1	0.6	42	i
CCCCN1Cc2cc(C(=O)c3cc(F)ccc3O)cnc2NC1=O	2.9	9	i
NC(Cc1ccc(OC(F)F)cc1)C(=O)O (stereo not given)	-0.9	19	i
COc1ccc(-c2coc3cc(O)cc(O)c3c2=O)cc1	-0.1	15	i
CCCCc1ccc(NC(=O)C2CCCC2)cc1	-0.8	4	i
N#Cc1c2ccc(OCC(=O)NCc3ccco3)cc2n2ccccc12	9.1	13	i
OC1(c2cccnc2)CCN(Cc2nnnn2Cc2ccccc2)CC1	0.5	11	i
COc1ccccc1N1CCN(S(=O)(=O)c2ccc(Cl)s2)CC1	-1.2	14	i
CCOC(=O)CC1ON(C)C(=O)N1c1ccc([N+](=O)[O-])cc1 (stereo not given)	2.3	101*	i
O=C(CSc1ncc(-c2ccc(F)cc2)[nH]1)Nc1cccc(O)c1	4.8	9	i
Cc1cc2oc(C(=O)N(Cc3ccccc3)C3CCS(=O)(=O)C3)c(C)c2cc1C (stereo not given)	-2.2	10	i
O=c1nc(/C=C/c2ccc(-c3ccc(F)cc3)o2)cc(C(F)(F)F)[nH]1	-0.4	13	i
O=C(Cn1nnc(-c2ccccc2)n1)N1CCN(c2ccc(F)cc2)CC1	9.8	-10	i
COc1ccc(OC)c(NC(=O)NNC(=O)COc2ccc([N+](=O)[O-])cc2)c1	-1.4	2	i
Cc1ccc(N2C(=O)c3cccc(Oc4ccc(Cl)cc4)c3C2=O)c(C)c1	-0.7	30	i
COc1cc2c(cc1OC)CN(C(=O)c1cc(S(=O)(=O)N3CCCCC3)ccc1Cl)CC2	-1.6	7	i
CN(C)c1nc2c(c(=O)[nH]c(=O)n2C)n1CCOc1ccccc1	-3.5	1	i
O=C(Cc1cccs1)Nc1nnc(CCc2ccccc2)s1	1.7	-1	i
N#Cc1c(/N=C/c2ccco2)sc2c1CCC2	-0.6	24	i
CC(C)CC(=O)NC(C)C(c1cccs1)N1CCOCC1 (stereo not given)	0.2	17	i
N#Cc1c(-c2cccc(Br)c2)cc(-c2cccnc2)nc1N	-0.8	40	i
O=[N+]([O-])c1c(C(Cl)Cl)nn(-c2ccccc2)c1N1CCOCC1	-1.7	17	i
CCN(CC(=O)Nc1c(F)cccc1F)C(=O)CCOc1ccccc1	-0.2	24	i
CN1CCN(Cc2nc(Cc3ccccc3)no2)CC1c1ccccc1 (stereo not given)	4.1	9	i
COc1cccc(C(=O)C2CCCN(Cc3c(C)n(C)n(-c4ccccc4)c3=O)C2)c1 (stereo not given)	0.9	-1	i
COCc1[nH][nH]c(=O)c1/C=N/N1CCOCC1	0.3	-3	i
COCc1c(C(=O)N2CCN(c3ccccc3C)CC2)oc2ccccc12	1.3	18	nt
COc1ccccc1CNC(=O)[C@@H]1CCCN1S(=O)(=O)c1ccc(C)cc1	nt	18	i
Brc1ccc(-c2nc(-c3ccncc3)no2)o1	-0.6	12	i
Cn1cc(C(=O)C(=O)N2CCN(c3ccccc3)CC2)c2ccccc21	0.0	-4	i
CC(=O)N1c2ccc(S(=O)(=O)N3CCC(C(=O)Nc4cc(C)cc(C)c4)CC3)cc2CC1C (stereo not given)	0.1	3	i
O=C(Cn1nc(-c2ccc(F)cc2)ccc1=O)Nc1ccc(C(=O)NC2CC2)cc1	-0.5	20	i
CCc1ccc(C(=O)COC(=O)[C@@H](NC(N)=O)[C@@H](C)CC)cc1	1.2	32	i
CC12CCC(=O)N1C(C(=O)OCC(=O)Nc1ccc(S(N)(=O)=O)cc1)CS2 (stereo not given)	-1.1	6	i
O=S(=O)(Nc1cccc(-c2cn3cccnc3n2)c1)c1ccccc1	0.2	34	i
CCCCNC(=O)c1ccc2c(OCC)n(CCCC)nc2c1	0.1	20	i
CCc1cc2c(nc1CC)CCN(CC/C(C)=N/O[C@@H](C)c1cc(-c3c(C)cc(C)cc3C)no1)C2	1.8	13	-10*
O=C(NCCC1=CCCCC1)c1cc(-c2ccccn2)nc2ccccc12	-0.4	6	i
O=C(Nc1ccc(F)cc1)Nc1sccc1-c1nc2ccccc2s1	-0.6	9	i
